EPAC1 agonist – activates human EPAC1 exchange factor; O95398; EPAC1 agonist qHTS, biochemical assay; response scale: 100% = response to 6.5 mM cAMP; Potency, µM (titrated, usually from 154 µM), inactives show at the top dose activation, hits mostly activators; 0.073% of 360,000 active; also: potency is read from the fitted curve at half-maximal effect; nearly all actives have a fitted effect of over 60% in size
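EPAC1 100 nM, Rap1B–BODIPY-GDP 250 nM, unlabeled GDP 50 uM; compound titration; 5 min RT; kinetic read ex480/em540 at 5-min intervals ×30 min; data normalized to 6.5 mM cAMP agonist control.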
WRN helicase inh – WRN helicase (human) inhibition. Q14191. WRN helicase unwinding, fluorescent forked duplex, kinetic. Potency, µM (series often up to 114 µM), inactives show at the top dose activity change, negative = inhibition, hits mostly inhibitors. 0.46% of 360,000 active. AID 651768; also: potency is read from the fitted curve at half-maximal effect; % is scaled to controls: 0 for no effect and ±100 for the full control effect; nearly all actives have a fitted effect of over 55% in size
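Enzyme (20 nM final) and test compound sit together 15 min at room temperature before substrate addition. Substrate is a single-forked duplex oligonucleotide (100 nM) labelled with fluorophore and quencher, with 2 mM ATP; helicase unwinding raises red fluorescence, read kinetically.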
EPAC1 antagonist – blocks human EPAC1 exchange factor; O95398; EPAC1 GEF assay, Rap1b-BODIPY-GDP exchange fluorescence; Potency, µM (doses to about 115 µM), for the others: at the highest dose activity change, negative = inhibition, most hits filed as inhibitors; 0.14% of 360,000 active; AID 720709;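 also: potency is read from the fitted curve at half-maximal effect; plate controls were vehicle for no effect and positive control for full effect; nearly all actives have a fitted effect of over 50% in size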
CCT modulator – changes cytosolic chaperonin activity | activity change, % (concentration not given with the values), hits read low | 0.3% of 360,000 active | purified chaperonin ATPase assay, HTRF ADP detection, 30 min; in the data active = activity change below about -30%; also: % is scaled to controls: 0 for no effect and ±100 for the full control effect
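TRiC at 40 or 20 nM final (batch-dependent) in 30 mM Tris pH 7.4, 100 mM KCl, 5 mM MgCl2, 1 mM DTT, with compound at single 76 uM and 10 uM ATP, 30 min at 37 deg C. ADP detected by HTRF Transcreener, 665/615 ratio.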
EPAC2 agonist – activates human EPAC2 exchange factor. Q8WZA2. EPAC2 activation, biochemical qHTS; response scale: 100% = 6.5 mM cAMP response. Potency, µM (series often up to 154 µM), for inactives: top-dose activation, most hits filed as activators. 0.079% of 360,000 active; also: potency is read from the fitted curve at half-maximal effect; nearly all actives have a fitted effect of over 50% in size
Target sequence (Q8WZA2 whole entry, looked up): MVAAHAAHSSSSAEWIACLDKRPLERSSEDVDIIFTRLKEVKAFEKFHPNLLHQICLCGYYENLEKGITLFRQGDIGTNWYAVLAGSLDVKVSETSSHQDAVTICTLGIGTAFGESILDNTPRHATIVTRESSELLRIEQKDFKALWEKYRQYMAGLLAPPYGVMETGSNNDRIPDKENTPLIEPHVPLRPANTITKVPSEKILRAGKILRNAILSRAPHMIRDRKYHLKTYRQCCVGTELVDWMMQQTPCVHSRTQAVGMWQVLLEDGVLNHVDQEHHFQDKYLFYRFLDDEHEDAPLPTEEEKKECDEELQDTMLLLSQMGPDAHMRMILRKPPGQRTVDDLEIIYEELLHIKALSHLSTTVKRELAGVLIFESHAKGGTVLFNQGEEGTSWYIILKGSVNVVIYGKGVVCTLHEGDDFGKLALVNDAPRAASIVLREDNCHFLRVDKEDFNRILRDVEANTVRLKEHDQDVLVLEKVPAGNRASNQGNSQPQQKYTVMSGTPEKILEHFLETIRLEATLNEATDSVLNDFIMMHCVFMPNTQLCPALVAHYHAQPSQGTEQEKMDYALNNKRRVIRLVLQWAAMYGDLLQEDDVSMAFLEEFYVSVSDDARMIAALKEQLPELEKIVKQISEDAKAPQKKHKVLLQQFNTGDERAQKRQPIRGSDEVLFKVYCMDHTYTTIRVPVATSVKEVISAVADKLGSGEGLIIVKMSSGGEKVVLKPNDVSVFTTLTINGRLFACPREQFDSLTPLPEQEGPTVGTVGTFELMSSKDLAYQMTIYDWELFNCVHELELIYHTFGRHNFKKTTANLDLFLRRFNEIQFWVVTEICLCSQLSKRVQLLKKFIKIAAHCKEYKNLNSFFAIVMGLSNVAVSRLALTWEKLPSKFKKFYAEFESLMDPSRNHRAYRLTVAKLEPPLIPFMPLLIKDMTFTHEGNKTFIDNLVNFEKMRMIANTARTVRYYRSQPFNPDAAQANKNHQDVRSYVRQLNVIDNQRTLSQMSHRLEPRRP
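Compounds were added across a concentration range to EPAC2 (100 nM), RAP1B-BODIPY-GDP (250 nM) and GDP (50 uM). After 5 min at room temperature, fluorescence was recorded at 5-min intervals for 30 min.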
IL-2 act – activates IL-2 in a cell-based reporter assay; AID 652025; 0.065% of 360,000 active; IL-2 activation reporter assay, cell-based qHTS; stimulated with anti-CD3/CD4/CD28 beads; in transgenic mouse T cells; activation, % (series mostly up to about 46 µM); in the data active = activation above about 50%; inconclusive = mostly about 30% to 49%; also: 0% is about no effect
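Quantitative HTS in unstimulated transgenic mouse T cells, with memory T cells as non-tolerant control and PMA/ionomycin as tolerance-bypass control. Compound pretreatment lasted 60 minutes before 18 h bead stimulation; EGFP/DsRed fluorescence read.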
PI5P4K alpha inh – inhibitors of human PI5P4K alpha | PI5P4Kalpha enzyme, ADP-Glo luminescence, 60 min; hits give low values | P48426 | 1.2% of 330,000 active | max response, %; active = max response of -50% or lower; inconclusive = between -30% and -50%; inactive = -30% or higher; also: value at the top dose of about 77 µM; % is scaled to controls: 0 for no effect and ±100 for the full control effect
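ADP-Glo luminescence end-point read after a 60 min room-temperature kinase reaction of PI5P4Kalpha plus substrate, initiated with ATP at 5 microM final. Buffer: 0.038 M HEPES pH 7.4, EGTA, 0.1% CHAPS, 5% DMSO.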
PLK1 PBD block – inhibitors of human PLK1 polo-box domain binding | P53350 | Plk1 PBD binding of FITC phosphopeptide, fluorescence polarization | Potency, µM, for the others: max response, negative = inhibition, usual class: inhibitors | 2.8% of 360,000 active; also: potency is read from the fitted curve at half-maximal effect; series mostly up to about 57 µM; % is scaled to controls: 0 for no effect and ±100 for the full control effect; nearly all actives have a fitted effect of over 65% in size
* = called active by the depositor; ? = inconclusive; / = not tested or not shown; [ ] = dose if it differs, or a comment. Unless noted, calls follow the shape of the dose curve; as a rule, active = well fitted curve in the direction sought with a large enough effect; inconclusive = small, poorly fitted or top-dose-only effect, or another doubt; inactive = no such curve, though single readings can be large; an effect the other way counts as inactive or inconclusive. Some of the compounds tested. The share of hits here may be higher or lower than overall.

smiles,EPAC1 agonist,WRN helicase inh,EPAC1 antagonist,CCT modulator,EPAC2 agonist,IL-2 act,PI5P4K alpha inh,PLK1 PBD block
CCN(CC(=O)Nc1ccc(OC)cc1)C(=O)c1ccc2c(c1)NC(=O)CS2,8%,-6%,8%,-0.3,1%,-1.3,2,-13%
N/C(=N\O)c1ccccc1N1CCCCC1,-1%,5%,-13%,-2.9,-3%,-3.5,-7,-1%
CC(C)(C)c1ccc(OCC(=O)NCc2ccco2)cc1,-5%,11%,2%,-2.7,-6%,2.7,25,-8%
O=C(CSc1nnc(-c2ccccc2O)n1-c1ccccc1)Nc1cccc(C(=O)O)c1,-2%,-1%,-8%,2.2,0%,-0.1,-14,-1%
CCOC(=O)C1CCN(S(=O)(=O)c2cccc(-c3cn4ccccc4n3)c2)CC1,5%,-10%,-11%,-1.1,15%,0.8,-15,-22%
Cc1c(O)cnc2nn(-c3ccccc3)c(=N)n12,6%,-5%[57.1 µM],-6%,-0.1,3%,0.9,5,-1%
O=C(COC(=O)CSc1ccc(Cl)cc1)Nc1ccc2[nH]c(=O)[nH]c2c1,4%,-12%,-9%,-3.0,8%,-0.6,1,-19%
COc1ccccc1N1CC(C(=O)Nc2cccc(C(=O)O)c2)CC1=O (configuration not stated),2%,-5%,-10%,1.1,-19%,0.1,-1,-9%

Next section, starting with the last 4 of the part before.
smiles,EPAC1 agonist,WRN helicase inh,EPAC1 antagonist,CCT modulator,EPAC2 agonist,IL-2 act,PI5P4K alpha inh,PLK1 PBD block
CCOC(=O)C1CCN(S(=O)(=O)c2cccc(-c3cn4ccccc4n3)c2)CC1,5%,-10%,-11%,-1.1,15%,0.8,-15,-22%
Cc1c(O)cnc2nn(-c3ccccc3)c(=N)n12,6%,-5%[57.1 µM],-6%,-0.1,3%,0.9,5,-1%
O=C(COC(=O)CSc1ccc(Cl)cc1)Nc1ccc2[nH]c(=O)[nH]c2c1,4%,-12%,-9%,-3.0,8%,-0.6,1,-19%
COc1ccccc1N1CC(C(=O)Nc2cccc(C(=O)O)c2)CC1=O (configuration not stated),2%,-5%,-10%,1.1,-19%,0.1,-1,-9%
CCS(=O)(=O)c1nc(S(=O)(=O)c2ccc(Cl)cc2)c(N2CCOCC2)s1,8%,5%,-20%,-16,-6%,-1.4,5,-20%
CC(=O)c1cc(C#N)c(SCc2ccccc2C#N)nc1C,-4%,-1%,13%,1.0,-40%[inhibitor][15.6 µM],-0.4,9,-11%
Cc1ccc(NC(=O)C2CCN(S(=O)(=O)c3ccc4c(c3)NC(=O)CO4)CC2)cc1C,-7%,1%,-18%,-5.2,6%,0.2,1,-10%
CCCS(=O)(=O)N1CCC(C(=O)NC2CCC(C)CC2)CC1 (configuration not stated),7%,-4%,3%,-5.7,0%[15.6 µM],-0.1,-2,1%
CCc1nc(C)cn1S(=O)(=O)c1ccc(Cl)c(Cl)c1Cl,15%,6%,-3%,-2.2,9%,-2.2,-5,-21%
CN(C)/N=C/c1cc([N+](=O)[O-])ccc1O,-6%,-15%,8%,-1.0,2%,-0.8,7,0%
NC(=O)c1nsc(C(=O)N(c2ccccc2)C(C(=O)NC2CCCC2)c2ccncc2)c1N (configuration not stated),-14%,-10%,-7%,1.7,-9%,0.1,6,1%
CCc1ccc(N(CC(=O)NCCc2ccccc2)C(=O)CCC(=O)Nc2ccccn2)cc1,-4%,-2%,-23%,0.1,8%,-4.4,1,-6%
CN1C[C@@H]2[C@@H]3C(=O)N(C)C(=O)[C@@H]3[C@](C)(C1=O)N2C(=O)c1ccc(C(F)(F)F)cc1,13%,-1%,-1%,1.9,1%,0.4,0,-4%
O=C(CCCC(=O)NN=Cc1cccc(O)c1)NN=Cc1cccc(O)c1,3%,-17%,-6%,-2.0,7%,2.9,-18,-4%
CN(C)c1ccc(/C=N/NC(=O)C2COc3ccccc3O2)o1 (configuration not stated),-1%,-28%,-3%,-1.6,1%,-0.4,-4,-15%
Cc1nn(Cc2ccc(C(=O)NC(C)(C)C)o2)c(C)c1Br,-10%,-13%,-21%,-1.2,1%,-0.3,-1,-20%
CC1(C)OC(=O)C(=NNc2ccc(O)cc2)C(=O)O1,6%,10%,-10%,4.2,6%,2.4,2,-5%
N#Cc1ccc(OCC(=O)Nc2cc(S(=O)(=O)N3CCOCC3)ccc2N2CCOCC2)cc1,-2%,-5%,-11%,0.0,2%,3.1,2,3%
COC(=O)c1cccc(-n2c(C)cc(C=O)c2C)c1,6%,0%,10%,0.4,3%,-4.5,8,-1%
CNc1nc(SC)nc(N(C)C#N)n1,-6%,5%,-1%,-7.6,-3%,-0.4,-7,-3%
Cc1n[nH]c(=O)nc1N/N=C/c1cccs1,-6%,3%,-5%,0.5,-1%,-1.8,-23,-8%
Cn1c(N)c(C(=O)COC(=O)c2cc(C3CC3)nc3ccccc23)c(=O)n(C)c1=O,3%,-3%,-5%,1.1,9%,-0.1,6,-2%
O=C(NC(C(=O)O)c1ccccc1)c1ccccc1 (configuration not stated),-25%,4%,17%,0.6,2%,0.3,0,-1%
C=CCN1C(=O)/C(=C/c2cccs2)S/C1=N\S(=O)(=O)c1ccc(F)cc1,0%,-13%,-4%,-1.7,7%,-5.1,-1,-3%
O=C(Nc1nccs1)c1ccc[nH]c1=O,3%,-2%,-13%,-5.5,7%,1.0,-2,-7%
Nc1ncnc2c1ncn2[C@H]1C[C@H](O)[C@@H](CO)O1,-9%,0%,-4%,-3.0,3%,0.4,4,-7%
Cc1cc(=O)[nH]c(SCC(=O)Nc2ccc(F)cc2)c1C#N,1%,-4%,-12%,-2.7,5%,0.0,-17,-8%
O=C(Cn1cnc2ccccc2c1=O)NCCCN1CCCC1=O,-4%,12%,3%,-0.9,3%,-0.7,-12,-6%
CC(=O)Nc1ccc(NC(=O)Nc2cccc3ccccc23)cc1,1%,4%,-11%,-9.5,8%,-0.5,0,-6%
O=C(CCc1c[nH]c2ccccc12)Nc1ccc(S(=O)(=O)Nc2ncccn2)cc1,4%,0%,5%,-2.7,1%,-1.3,-22,-6%
Cc1ccc2c(CC(=O)OCC(=O)Nc3ccc(Cl)cn3)coc2c1,3%,-15%,-21%,-0.8,18%,3.7,-8,-7%
COc1ccc2[nH]c3c(c2c1)CCN1C(=O)C(CC(=O)NCc2cccc(C(F)(F)F)c2)C[C@H](C(=O)N2CCCCC2)[C@@]31C (some centres not stated),-11%,-7%,-21%,-0.9,-8%,-0.9,14,0%
COc1ccc(C(=O)C2CCCN(Cc3cc(Cl)ccc3O)C2)c(OC)c1 (configuration not stated),7%,0%,-18%,2.0,-1%,-4.7,5,1%
Cc1csc(NC(=O)c2cnccn2)n1,3%,-6%,-5%,-3.8,2%,1.7,7,-4%
COc1ccc(NC(=O)CCN2C(=O)/C(=C/c3ccc4c(c3)OCO4)SC2=S)cc1,-1%,7%,-5%,1.2,-6%,-0.5,-6,3%
COc1ccccc1NS(=O)(=O)c1cc(N2Cc3ccccc3C2=N)ccc1N1CCOCC1,8%,-8%,2%,1.6,9%,-3.8,-9,21µM*
CCc1ccc2oc(C(=O)NC3CCS(=O)(=O)C3)cc(=O)c2c1 (configuration not stated),18%,-4%,0%,-0.7,5%,0.5,0,-4%
COc1ccccc1[C@]1(C)ON(c2ccccc2C(F)(F)F)C1=O,2%,-2%,-26%,-3.3,7%,-0.3,13,-2%
O=C(CSc1ccccc1)NC(=O)NCc1ccccc1,6%,1%,8%,-0.9,-3%,-0.3,1,-16%
Cc1ccc(-c2cc(C(F)F)n3ncc(C(=O)N4CCCCC4c4cccnc4)c3n2)cc1 (configuration not stated),-3%,-11%,-14%,-14,-2%,-0.8,0,-2%
CCCCc1c(O)nc(SCC(=O)Nc2ccc(C)cc2)n(-c2ccc(OC)cc2)c1=O,-3%,5%,-21%,-2.8,-6%,-1.3,-3,-21%
CC(C)Nc1nc(NC(N)=S)nc(NC(C)C)n1,-8%,4%,?,-2.6,-1%,-0.5,0,-14%
N#CC1(c2ccccc2)CCCN1C(=O)c1ccc(Br)cc1 (configuration not stated),-2%,4%,10%,0.6,2%,-3.1,/,-1%
CC1CCCCC1NC(=O)c1ccc2c(c1)OCCO2 (configuration not stated),-13%,2%,-13%,-0.9,-3%,0.2,1,-2%
Cc1ccc(C)c(NC(=O)CN(C)S(=O)(=O)c2ccccc2)c1,-4%,10%,7%,-2.5,0%,0.1,/,-6%
Cn1cccc1C1C(C#N)=C(N)OC2=C1C(=O)CC(C)(C)C2 (configuration not stated),-6%,2%,0%,1.7,-6%,-0.6,-21,0%
CCCOC(=O)C(C)Sc1n[nH]c(=O)[nH]c1=O (configuration not stated),7%,-1%,3%,0.7,8%,1.3,0,-8%
COc1ccc(CCNC(=O)CN2C(=O)NC(Cc3c[nH]c4ccccc34)C2=O)cc1 (configuration not stated),2%,-2%,4%,-1.3,4%,0.2,3,-7%
Cc1ccc(-n2ncc3c(=O)[nH]c(SCC(=O)N4CCC(C)CC4)nc32)cc1C,-16%,-4%,-10%,-0.2,5%,4.0,5,-11%
COc1ccccc1NC(=S)NNC(=S)Nc1ccc(OC(F)F)cc1,9%,-22%,?,-2.7,13%,-2.7,-25,24µM*
CCC(OC(=O)c1ccco1)C(=O)NC1CCCC1 (configuration not stated),3%,-5%,-13%,0.4,4%,0.4,4,-1%
